From PubChem BioAssay
TSHR antag: antagonists of human thyroid stimulating hormone receptor; P16473; TSHR-expressing cells, TSH-stimulated cAMP HTRF, 2 h; active compounds read low; activity change, negative = inhibition, % at 11.5 µM; hit rate 0.2% among 330,000;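 active = activity change below a set negative limit, meaning inhibition stronger than a set level, cut at about -70% in these data; inconclusive = activity change between two set negative limits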; note: % is set by controls: 0 for no effect and ±100 for the full control effect
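Read-out is FRET at 665 nm (cryptate excitation 337 nm) from a cryptate-tagged anti-cAMP antibody, competed by cell cAMP against cAMP-d2. Compounds are tested on freshly harvested TSHR cells challenged with 4nM TSH (EC80) for 2 hours at 37 deg C.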
Eya2 phos inh: blocks the phosphatase activity of human Eya2; Potency, µM (titrated, usually from 76.9 µM), for the others: at the highest dose activity, negative = inhibition, usual class: inhibitors; recombinant Eya2, OMFP fluorescence dephosphorylation (OMFP is methylfluorescein phosphate); hit rate 0.006% among 330,000; AID 488837; note: potency is the fitted concentration of half-maximal effect; % is set by controls: 0 for no effect and ±100 for the full control effect
Target sequence (O00167 whole entry, looked up): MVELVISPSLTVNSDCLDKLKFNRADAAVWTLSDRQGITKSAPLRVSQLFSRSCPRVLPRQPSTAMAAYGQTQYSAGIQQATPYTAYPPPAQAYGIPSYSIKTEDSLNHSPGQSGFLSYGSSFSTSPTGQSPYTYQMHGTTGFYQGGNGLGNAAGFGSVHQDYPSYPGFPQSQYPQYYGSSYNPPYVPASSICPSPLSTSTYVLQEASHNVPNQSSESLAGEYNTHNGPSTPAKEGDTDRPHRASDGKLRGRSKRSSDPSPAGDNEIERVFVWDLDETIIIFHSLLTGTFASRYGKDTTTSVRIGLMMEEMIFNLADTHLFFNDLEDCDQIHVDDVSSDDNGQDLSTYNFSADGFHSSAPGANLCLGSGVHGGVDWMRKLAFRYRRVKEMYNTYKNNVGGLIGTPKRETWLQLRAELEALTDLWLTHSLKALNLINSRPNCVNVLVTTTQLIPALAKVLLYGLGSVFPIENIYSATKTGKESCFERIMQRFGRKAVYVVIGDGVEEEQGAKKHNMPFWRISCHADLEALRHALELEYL
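Eya2 (0.2 uM) preincubated 10 min at ambient with compound, then OMFP substrate added at 50 uM; 10 min reaction in 50 mM HEPES pH 7.5, 50 mM NaCl, 5 uM MgCl2, 0.05% BSA, 1 mM DTT. Fluorescence read at Ex 485/Em 525 nm.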
uPA surface inh: cell surface uPA generation inhibition. AID 540303. Potency, µM (series often up to 38.3 µM), for inactives: at the highest dose activity change, negative = inhibition, most hits filed as inhibitors. hit rate 0.31% among 330,000. cell surface uPA generation assay, qHTS; active = well fitted inhibition curve with a large enough effect; inconclusive = small, poorly fitted or top-dose-only effect; inactive = no such curve, though single readings can be large or run the other way; tested in mouse RAW 264.7 cells; note: potency is the fitted concentration of half-maximal effect; % is set by controls: 0 for no effect and ±100 for the full control effect; nearly all actives have a fitted effect of over 55% in size
Chronic BCR inh: blocks chronic active B-cell receptor signaling. ABC-DLBCL IkBa-CBG/CBR reporter, luminescence ratio, 4 h. Potency, µM (top dose mostly 46.1 µM), without a hit: at the top dose ratio change, negative = lower green/red ratio, most hits filed as inhibitors. hit rate 0.05% among 340,000; active = well fitted inhibition curve with a large enough effect in the signal ratio, with a control signal flat, not every such curve was filed as active; inconclusive = small, poorly fitted or top-dose-only effect, or effect the other way, or a change in a side signal; the % refers to the signal ratio;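 note: potency is the fitted concentration of half-maximal effect; plate controls were basal doxycycline-induced cells for no effect and cells given 10 µM MG132 for full effect; MG132 reads +100%, hits lower the ratio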
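Doxycycline induced both beetle luciferases in TMD8 lymphoma cells; IKK-driven degradation limits the IkappaBalpha-fused green signal, while red luminescence normalises for cell number and nonspecific effects. Compounds tested up to 46 uM, 4 hrs.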
PTAP TSG101 blk: blocks PTAP/TSG101 interaction to inhibit HIV-1 budding. Potency, µM (doses to about 115 µM), for the others: at the highest dose activity change, negative = inhibition, usual class: inhibitors. 340,000 tested, under 10 active. AID 493005. Fluorescence polarization, FITC-PTAP peptide / Tsg101 binding; active = well fitted inhibition curve with a large enough effect in the main read-out, with a control signal flat, not every such curve was filed as active; inconclusive = small, poorly fitted or top-dose-only effect, or effect the other way, or a change in a side signal; inactive = no such curve, though single readings can be large or run the other way; note: potency is the fitted concentration of half-maximal effect; % of control where 0% means no effect
Target sequence (Q99816 whole entry, looked up): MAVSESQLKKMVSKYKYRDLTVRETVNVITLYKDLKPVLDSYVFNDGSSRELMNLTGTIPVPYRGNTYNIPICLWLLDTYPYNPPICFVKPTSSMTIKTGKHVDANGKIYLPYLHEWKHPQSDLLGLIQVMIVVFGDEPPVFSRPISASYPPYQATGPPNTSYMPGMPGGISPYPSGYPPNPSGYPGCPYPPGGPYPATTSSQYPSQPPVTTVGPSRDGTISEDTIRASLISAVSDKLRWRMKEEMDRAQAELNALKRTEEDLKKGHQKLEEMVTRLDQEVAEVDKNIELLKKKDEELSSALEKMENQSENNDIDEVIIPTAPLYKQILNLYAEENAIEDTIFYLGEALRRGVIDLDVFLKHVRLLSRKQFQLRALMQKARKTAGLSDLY
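Fluorescence polarization binding of Tsg101 binding domain (10 uM final) to FITC-labeled PTAP peptide (50 nM final) in HEPES pH 7.5 buffer with NaCl, Tween 20, EDTA, TCEP. Compounds added before peptide; binding 20 min at RT.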
USP2a inh: USP2a (human) protease inhibition; O75604; AID 463254; Potency, µM (highest dose often 38.3 µM), inactives show at the highest dose activity change, negative = inhibition, hits mostly inhibitors; hit rate 0.01% among 330,000; USP2 core, Ub-CHOP2 coupled fluorogenic reporter, 485/531;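 note: potency is the fitted concentration of half-maximal effect; plate controls were DMSO wells for no effect and full inhibition by NEM control for full effect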
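Deubiquitinase activity read as fluorescence (485/531 nm) after Ub-CHOP2 cleavage activates the enterokinase reporter on its substrate; USP2 core 10nM, Ub-CHOP2 and substrate 25nM each, 30min compound preincubation then 60min RT; data normalized to NEM, curves fitted.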
B2AR arrestin: agonists driving beta-arrestin recruitment to human beta2-adrenergic receptor | P07550 | beta-arrestin recruitment to beta2AR, cell-based reporter | Potency, µM (top dose mostly 46.1 µM), for inactives: top-dose activation, most hits filed as activators | hit rate 0.02% among 330,000 | AID 492947;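 note: potency is the fitted concentration of half-maximal effect; 0% = DMSO controls and full agonism = EC100 isoproterenol or metaproterenol; nearly all actives have a fitted effect of over 65% in size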
ELG1 DNA repair: ELG1-dependent DNA repair inhibition; HEK293T ELG1-luciferase reporter, luminescence, 16 h; DNA damage induced by 5-fluorouridine; Potency, µM (doses to about 46.1 µM), inactives show at the top dose activity change, negative = inhibition, most hits filed as inhibitors; hit rate 2.3% among 330,000; AID 504467; note: potency is the fitted concentration of half-maximal effect; % is set by controls: 0 for no effect and ±100 for the full control effect; nearly all actives have a fitted effect of over 55% in size
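Overnight (16 hr) co-exposure of 2,000 cells/well to 5-fluorouridine and compound at 37 °C preceded detection. Luciferase was quantified via ONE-Glo luminescence; loss of signal denotes inhibition.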
Mito fusion act: inhibitors of mitochondrial division or activators of mitochondrial fusion; S. cerevisiae fusion-defective mutant growth rescue, CellTiterGlo 48 h; hit rate 0.23% among 320,000; Potency, µM (series often up to 46.1 µM), for inactives: at the highest dose growth rescue (activation), usual class: activators; AID 485298;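 note: potency is the fitted concentration of half-maximal effect; % of control where 0% means no effect; nearly all actives have a fitted effect of over 45% in size; temperature-sensitive fusion mutants such as fzo1-1 at 37 °C on non-fermentable ethanol glycerol medium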
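Compounds are tested for their ability to restore growth of mitochondrial fusion-defective yeast strains at non-permissive 37C in YPEG medium over 48 hours. Viability is quantified by luciferase luminescence.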
TCR act: T cell receptor activation | primary human leukocytes, anti-CD3, IL-2 HTRF, 48 h | Potency, µM (top dose mostly 9.22 µM), without a hit: at the highest dose activation of IL-2 secretion, actives largely listed as activators | 330,000 tested, under 10 active | AID 504894; note: % of control where 0% means no effect
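Human primary leukocytes + a-CD3 beads + cpd, 48 hr; IL-2 in supernatant by HTRF (ex 320nm / em 665nm). No co-stimulatory signal supplied.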
Tb PFK block: inhibitors of T. brucei phosphofructokinase | T. brucei PFK, ADP-Glo luminescence | Potency, µM (doses to about 57.5 µM), for inactives: top-dose activity, negative = inhibition, hits mostly inhibitors | hit rate 0.17% among 330,000 | AID 485367;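 note: potency is the fitted concentration of half-maximal effect; 0% = uninhibited 1x PFK enzyme wells and -100% = no-enzyme wells; nearly all actives have a fitted effect of over 60% in size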
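ADP-Glo luminescence quantified ADP after 45 min at room temperature, with 1.25 nM T. brucei PFK, 0.1 mM ATP and 0.5 mM fructose-6-phosphate in pH 8.0 TEA buffer. qHTS titrations up to 57 µM; curves classified by quality.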
An asterisk follows results filed as active; ? = inconclusive; . = no result given; [ ] = dose if it differs, or a comment. Unless noted, calls come from the whole dose curve; as a rule, active = well fitted curve in the direction sought with a large enough effect; inconclusive = small, poorly fitted or top-dose-only effect, or another doubt; inactive = no such curve, though single readings can be large; an effect the other way counts as inactive or inconclusive.

SMILES | TSHR antag | Eya2 phos inh | uPA surface inh | Chronic BCR inh | PTAP TSG101 blk | USP2a inh | B2AR arrestin | ELG1 DNA repair | Mito fusion act | TCR act | Tb PFK block
COc1ccc(N(C(=O)c2cccnc2)S(=O)(=O)c2cccc([N+](=O)[O-])c2)cc1 | -7 | -12% | -3% | -8% | -1% | 2% | -0.4% | -15% | 0% | 3% | -1%
O=C(O)c1cccc(-c2ccc(/C=C3/SC(=Nc4ccccc4)N(Cc4cccnc4)C3=O)o2)c1 | -5 | 0% | -2% | 1% | -11% | 3% | -1.1% | ? | 0% | 4% | -11%
COc1cccc(-n2nnnc2SCC(=O)NCCc2ccccc2)c1 | -8 | 6% | 0% | -1% | -1% | 1% | 0.0% | -11% | 8% | -3% | -3%
O=C1CCCC/C1=C/Nc1ccc(S(=O)(=O)Nc2ncccn2)cc1 | 15 | -16% | 2% | 0% | -3% | 1% | -0.1% | 13% | 1% | 2% | 0%
CNc1c([N+](=O)[O-])cnn1-c1ccc(Cl)cc1 | 4 | 4% | . | 0% | 0% | 0% | 0.0% | 7% | 1% | 6% | -1%
COc1ccc(C(=O)C2CCCN(S(=O)(=O)N(C)C)C2)c(C)c1 (configuration not stated) | 10 | 2% | 3% | -3% | 1% | 0% | -0.5% | 2% | 2% | -13% | -1%
CCCCNC(=O)C(C)N(CCN(C)C)C(=O)CCCN1C(=O)NC(c2ccc([N+](=O)[O-])cc2)C(C(=O)OCc2ccccc2)=C1C (configuration not stated) | 14 | -14% | ? | ? | -6% | 0% | -0.9% | -3% | . | -7%[46.1 µM] | -1%
COc1cccc(OC)c1NC(=O)Cc1nn(C)c(=O)c2ccccc12 | 13 | 11%[15.4 µM] | -1% | 1% | -3% | 0% | 0.2% | -20% | -3% | -1% | 0%
COC(=O)c1[nH]c2cccc(OC)c2c1NC(=O)CCN1CCSCC1 | -6 | -6% | 1% | -7% | -1% | 2% | -0.5% | -1% | -3% | 5% | 5%
COCC(=O)NCc1ccc2c(c1)OCO2 | 10 | 7% | 6% | 4% | -2% | -1% | -0.3% | 13% | -2% | -3% | -1%
O=C(Cn1nc(-c2ccccc2)ccc1=O)NCCN1CCN(Cc2ccccc2)CC1 | 22 | 2% | 3% | -10% | -6% | -1% | 0.1% | -1% | 2% | 0% | 0%
CC1CCCCN1C(=O)c1ccc(COc2ccc([N+](=O)[O-])cc2)o1 (configuration not stated) | 4 | -5% | 6% | -11% | 0% | 2% | 0.0% | ? | 9% | 0%[46.1 µM] | 0%
COc1ccc(CCN2CC(C(=O)N3CCSCC3)CCC2=O)cc1 (configuration not stated) | 17 | ? | 6% | 3% | -2% | -5% | 0.1% | 18% | -1% | -4% | -2%
CC(CC(F)(F)F)N1CCC(n2nccc2NC(=O)CCOc2ccccc2)CC1 (configuration not stated) | -12 | 4% | 7% | 0% | 1% | 4% | 0.3% | -7% | -4% | -7% | 0%
CCOc1c2ccc(C(=O)NC3CCCc4ccccc43)cc2nn1CC (configuration not stated) | -5 | -8% | -14% | -1% | 0% | 0% | -0.1% | -25% | -11% | 12% | 2%
Cc1ccc(-c2cc(-c3ccc(F)cc3)nc(N)c2C#N)o1 | -1 | 3% | -9% | ? | -1% | 1% | 0.1% | ? | 12% | 2% | 2%
Cc1ccc(SCC(=O)NN=C2CCN(C)CC2)cc1 | 5 | -3% | -2% | -5% | 1% | 2% | 0.2% | 14% | 17% | -7% | -1%
O=C(CSC1=NCCS1)Nc1cccc2ccccc12 | -15 | 4% | 1% | 16% | -4% | -1% | 0.4% | -7% | 1% | 1% | -3%
O=c1oc2cc(S(=O)(=O)NCCCO)ccc2c2ccc(S(=O)(=O)NCCCO)cc12 | 4 | ? | -5% | -4% | -1% | -1% | 0.4% | 3% | 4% | -17% | 0%
Cc1ccc2c(c1)CCCN2CC(=O)Nc1cccc(S(=O)(=O)N2CCCC2)c1 | -15 | -20% | 4% | ? | 1% | -4% | 0.0% | 4% | 2% | -1% | 0%
O=C(CN(C(=O)c1ccc(Cl)cc1)N1C(=O)C2CCCCC2C1=O)c1ccc(Cl)cc1 (configuration not stated) | -1 | -1% | . | 9% | -4% | -8% | -0.9% | -10% | 1% | 3% | 1%
Cc1oc2ncnc(N)c2c1C | -4 | -4% | 4% | -1% | -6% | 2% | 0.1% | -3% | -4% | 4% | 4%
COc1ccccc1-n1c(SCC(=O)Nc2cccc(S(N)(=O)=O)c2)nc2ccccc2c1=O | 1 | -13% | 0% | 0% | -5% | -2% | 0.3% | -20% | -2% | -12% | 1%
CCOc1ccc(C(=O)C[n+]2cccc3cc(C)ccc32)cc1 | 2 | ? | -5% | -2% | 4% | 0% | 0.0% | -14% | -1% | -6% | -6%
CCOc1ccc(N(CC(=O)Nc2cccnc2)S(=O)(=O)c2ccc(C)cc2)cc1 | 12 | -4% | -4% | -4% | -5% | -9% | ? | 21% | 19% | . | 7%
CCOC(=O)N1CCN(C(=O)/C(=C\c2cccs2)NC(=O)c2cccs2)CC1 | 23 | -4% | -4% | -1% | -2% | 1% | -0.3% | 3% | -5% | 2% | -21%
Cc1ccccc1OCC(=O)Nc1nnc(-c2ccncc2)s1 | 16 | 3% | 4% | ? | -6% | 12% | 0.3% | ? | 4% | -5% | 5%
CCOCCCNS(=O)(=O)c1ccc(NC(=O)c2ccc(OC)c([N+](=O)[O-])c2)cc1 | -4 | -24% | -2% | 4% | 2% | 9% | -0.4% | 4% | -7% | -7% | 4%
CCc1ccc(NC(=O)[C@H](C)NC(=O)C2CCN(C(=O)[C@@H](N)C(C)C)CC2)cc1 | -2 | -10% | 2% | 1% | 1% | 3% | -0.8% | 0% | -4% | -6% | 5%
CC1(C)CC(=O)C=C(NCCN2CCN(C(=S)Nc3ccc(F)cc3)CC2)C1 | -33 | 1% | 2% | 16% | -6% | 4% | 0.0% | 0% | 0% | -4% | 0%

2 of the compounds above, with each value named:
Cc1oc2ncnc(N)c2c1C
  TSHR antag = -4
  Eya2 phos inh = -4%
  uPA surface inh = 4%
  Chronic BCR inh = -1%
  PTAP TSG101 blk = -6%
  USP2a inh = 2%
  B2AR arrestin = 0.1%
  ELG1 DNA repair = -3%
  Mito fusion act = -4%
  TCR act = 4%
  Tb PFK block = 4%

CCOC(=O)N1CCN(C(=O)/C(=C\c2cccs2)NC(=O)c2cccs2)CC1
  TSHR antag = 23
  Eya2 phos inh = -4%
  uPA surface inh = -4%
  Chronic BCR inh = -1%
  PTAP TSG101 blk = -2%
  USP2a inh = 1%
  B2AR arrestin = -0.3%
  ELG1 DNA repair = 3%
  Mito fusion act = -5%
  TCR act = 2%
  Tb PFK block = -21%

(list continues)
SMILES | TSHR antag | Eya2 phos inh | uPA surface inh | Chronic BCR inh | PTAP TSG101 blk | USP2a inh | B2AR arrestin | ELG1 DNA repair | Mito fusion act | TCR act | Tb PFK block
COc1ccc([N+](=O)[O-])cc1CSc1nnc(NC(C)=O)s1 | 3 | 1% | 4% | ? | -1% | 1% | -0.4% | 14% | -17% | . | 1%
CC1CC(C)CN(S(=O)(=O)c2cc3c4c(c2)C(C)C(=O)N4CCC3)C1 (configuration not stated) | -4 | -7% | 7% | -3% | -1% | 3% | -0.1% | 13% | -1% | -1% | -1%
COc1ccccc1NC(=O)c1cc(-c2ccc(C)o2)nc2ccccc12 | -5 | 12% | -3% | -7% | 1% | 0% | 0.2% | 1% | -2% | 3% | 0%
CCN(CC)S(=O)(=O)c1ccc(NC(=O)c2cccs2)cc1 | -10 | 5% | 2% | ? | 2% | 9% | -0.7% | -9% | -5% | -2% | -1%
COc1ccc(/C(C)=N/NC(=O)CNC(=O)CCc2ccccc2)c(OC)c1 | 0 | -5% | -9% | -1% | 0% | 2% | 0.2% | -7% | 3% | 3% | -13%
CCOc1ccc(NC(=O)c2ccc(S(=O)(=O)N(C)C)cc2)cc1 | 2 | -10% | 6% | 5% | -2% | 3% | -0.4% | -9% | -5% | 11% | -13%

Random draw from the library; any-hit rate near 3%.
